Source: PubChem BioAssay
hiPSC survival: increases survival of single human iPS cells | hiPSC single-cell survival, ATPlite luminescence; 100% = ROCK inhibitor wells, 0% = DMSO | AID 602274 | survival enhancement, % at 20 µM | 360,000 compounds, 0.044% hits; in the data active means survival enhancement above about 18%;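 further: cells exposed to compounds for 16 hours before the ATP read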
Cardio protect: myocardial damage modulation in H9c2 cells; protection from H2O2 cell death, % at 20 µM; 360,000 compounds, 0.63% hits; H9c2 cardiomyocytes, H2O2 injury protection, ATPLite, 2 h;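 active means compounds giving at least 50% protection of heart cells from peroxide-induced death in the single-dose screen, raw or plate-pattern-corrected value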;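 further: 0% = DMSO wells with peroxide and 100% = DMSO wells without peroxide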
PDI inh: inhibitors of human protein disulfide isomerase; AID 588391; inhibition, % at 10 µM; PDI insulin aggregation turbidity, A650, 90 min; P07237; 350,000 compounds, 0.052% hits;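 active means mean inhibition across replicates of 30% or more, whatever share of single replicates reach that level; inconclusive means mean inhibition below 30% while every single replicate reaches 30%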;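 further: absorbance from insulin aggregation driven by PDI reduction with DTT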
ABCB6 inh 2: human ABCB6 transporter inhibition; AID 602162; fluorescence ratio to DMSO, % at 10 µM; K562-ABCB6 porphyrin accumulation, flow cytometry, 1 h; hits give low values; 360,000 compounds, 0.19% hits; Q9NP58;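 active means fluorescence ratio to DMSO below 75%, the collection mean minus 3 SD; inconclusive means too few cells collected in the well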;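 further: signal is porphyrin accumulated inside mitochondria; 100% equals median channel fluorescence of DMSO control wells; lower ratio means ABCB6 inhibition with less porphyrin fluorescence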
Target sequence (Q9NP58 whole entry, looked up): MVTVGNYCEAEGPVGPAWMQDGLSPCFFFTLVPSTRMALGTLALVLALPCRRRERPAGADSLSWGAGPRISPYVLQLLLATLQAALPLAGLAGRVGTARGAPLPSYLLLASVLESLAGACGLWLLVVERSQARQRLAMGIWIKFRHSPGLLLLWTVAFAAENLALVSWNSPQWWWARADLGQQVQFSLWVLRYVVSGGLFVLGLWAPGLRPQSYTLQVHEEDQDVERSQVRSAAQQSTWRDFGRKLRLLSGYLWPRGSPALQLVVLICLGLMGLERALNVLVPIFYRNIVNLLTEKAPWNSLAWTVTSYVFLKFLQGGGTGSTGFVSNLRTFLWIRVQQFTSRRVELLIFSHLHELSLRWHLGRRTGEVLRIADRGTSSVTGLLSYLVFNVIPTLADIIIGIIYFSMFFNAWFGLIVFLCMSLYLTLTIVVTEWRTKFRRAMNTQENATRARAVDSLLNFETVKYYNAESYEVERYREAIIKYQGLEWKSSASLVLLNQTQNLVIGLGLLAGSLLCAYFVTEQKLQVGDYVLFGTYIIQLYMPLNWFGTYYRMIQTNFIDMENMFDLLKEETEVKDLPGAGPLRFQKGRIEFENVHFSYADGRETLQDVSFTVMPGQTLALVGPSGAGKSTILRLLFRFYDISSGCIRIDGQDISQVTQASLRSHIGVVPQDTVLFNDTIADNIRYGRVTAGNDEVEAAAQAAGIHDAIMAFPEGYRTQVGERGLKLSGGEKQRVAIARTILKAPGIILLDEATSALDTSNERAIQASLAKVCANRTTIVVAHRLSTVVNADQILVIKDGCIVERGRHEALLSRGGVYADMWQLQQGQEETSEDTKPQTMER
aDG glyco up: alpha-DG glycosylation activation; 360,000 compounds, 0.22% hits; AID 624168; activation, % at 10 µM; Pro5-aDG cells, alpha-DG glycosylation AlphaScreen (IIH6); 0% Pro5, 100% B10-LARGE cell signal;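 active means activation of at least 8% versus controls, or a plate z-score of at least 8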;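 further: Pro5 are CHO cells carrying HIG-tagged alpha-DG that lacks glycosylation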
CaV13 ICDI inh: Primary screen for inhibitors of IQ motif and Ca2+-dependent inactivation inhibitor domain binding in CACNA1D, Förster resonance energy transfer in living cells, …; inhibition, % at 12.3 µM; HEK cells, CFP/YFP FRET ICDI-IQ, plate reader, 10 min; percent FRET-ratio fall versus neutral wells; AID 743397; 340,000 compounds, 0.098% hits;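 active means mean replicate inhibition of at least 30% and at least 1% of replicates passing that level; inconclusive means only one of the two criteria is met; inactive means neither criterion is met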;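 further: 0% = median of the neutral control wells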
Vif imaging: blocks HIV Vif function; HEK293T cells, Vif self-association by quenched fluorescence, imaging, 24 h; inhibition, % at 7.49 µM; 340,000 compounds, 0.35% hits; AID 602346; in the data active means inhibition above about 50%, passing the limit was not always enough; inconclusive means no clear call, values can overlap the other calls; inactive means below about 31%; further: some results filed as inactive read as strong as hits
HTR2A ag: agonists of mouse serotonin 5-HT2A receptor (HTR2A). CHO-K1 mHTR2A beta-arrestin complementation, luminescence; percent of 30 µM serotonin response. activation, % at 7.6 µM. 360,000 compounds, 0.66% hits. AID 624169;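 active means activation above a run cutoff, the mean activation of all tested compounds plus 3 SD, cut at about 14% in these data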;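 further: 0% = plate median of compound wells and 100% = 30 µM serotonin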
Glyco luc inh: N-linked glycosylation inhibition; 360,000 compounds, 0.23% hits; AID 588692; D54 ERlucT glycosylation luciferase reporter, 24 h; percent of 100 nM tunicamycin response; reporter increase, % at 12.5 µM;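 active means mean luciferase reporter signal, scaled so untreated is 0 and the glycosylation-blocking control 100, at or above a set limit in every replicate; inconclusive means mean reaches the limit but not every replicate does; inactive means mean below the limit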;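 further: luciferase carries N-glycosylation sites so blocking glycosylation raises the light; 0% = median of neutral control wells and 100% = median of 100 nM tunicamycin wells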
Exocytosis inh: lytic granule exocytosis inhibition | 360,000 compounds, 0.66% hits | inhibition, % at 10 µM | TALL-104 LAMP-1 surface exposure, flow cytometry; cells stimulated with thapsigargin and PMA;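 active means inhibition above about 55%, limit read from the data; inconclusive means no clear call, values can overlap the other calls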
An asterisk follows results filed as active; ? = inconclusive; . = no result given; & = joins results of further samples.

Below each compound – Glyco luc inh, Exocytosis inh, HTR2A ag, aDG glyco up, ABCB6 inh 2, CaV13 ICDI inh, Vif imaging, Cardio protect, hiPSC survival, PDI inh
CCC(=O)c1ccc(OCC(=O)N2CCCC2)c(OC)c1
    1, 1, -4, 0.9, 101, -5, 2, -2, 3.7, -6
O=C(NC1CCCCCC1)c1cccs1
    0, -1, 1, 0.1, 101, -4, -3, 0, -0.2, 7
COc1ccc(CNC(=O)c2ccc(N3CCC4(CC3)CC(c3ccc(Cl)cc3)=NO4)c(NC(=O)c3ccccc3)c2)cc1
    -2, -11, 1, -0.2, 97, -12, ., -1, -1.6, -7
COc1ccc(OC)c(NC(=O)C2CCN(Cc3cnn(-c4ccccc4)c3-n3cccc3)CC2)c1
    3, -3, -2, 0.5, 94, -6, -9, -3, -0.9, -12
O=c1ccn([C@@H]2O[C@H](CNS(=O)(=O)c3csc(-c4ccno4)c3)[C@@H](O)[C@H]2O)c(=O)[nH]1
    -1, 8, 1, -0.1, 100, -5, 3, 5, -1.9, -4
Cc1[nH]cc(Br)c(=O)c1Oc1ncc(C(F)(F)F)cc1Cl
    2, -1, 1, 0.2, 101, 0, 1, -6, 0.4, 26
CCCOc1cc(CC(=O)NCc2ccco2)ccc1OC
    -2, -4, 6, 0.6, 100, -4, 1, -1, 5.8, 9
O=C1C=C(OCCF)CC(c2ccccc2C(F)(F)F)O1 (stereo not given)
    ., -8, 3, 1.5, ., -6, ., ., ., .
CCOC(=O)c1nnn(-c2nonc2N)c1CN(CC)c1ccccc1
    1, -2, 0, 0.0, 103, -5, 5, 1, 0.7, -21
O=C1CSC(=Nc2ccccc2Cl)N1
    2, -1, 0, -0.3, 101, -3, -1, 1, 3.6, -2
COC(=O)c1cc(C(=O)N2CCN(C(=O)c3ccco3)CC2)cc([N+](=O)[O-])c1
    ., 4, 3, 0.9, 103, -7, ., 0, -0.4, 4
CN(C)S(=O)(=O)c1ccc(-c2csc(N/N=C/c3ccc(O)cc3)n2)cc1
    -14, 101*, 0, -0.1, 88, -2, -4, -4, -0.5, -3
O=C(Nc1ccc2ccccc2c1)c1ccc2[nH]c(=O)c(=O)[nH]c2c1
    0, -7, -3, 0.0, 138, -3, -10, -8, -0.2, 2
O=C(CNS(=O)(=O)c1ccccc1)NCC(=O)N1CCCCC1
    -1, 0, 5, -0.1, 106, -3, -4, 2, -0.4, 0
Cc1nc(NCCc2ccc(S(N)(=O)=O)cc2)c2c(C)c(C)sc2n1
    4, 0, 16*, 8.2*, 93, -4, ., -20, -2.5, 5

The final three records of the section before open the next one:
Below each compound – Glyco luc inh, Exocytosis inh, HTR2A ag, aDG glyco up, ABCB6 inh 2, CaV13 ICDI inh, Vif imaging, Cardio protect, hiPSC survival, PDI inh
O=C(Nc1ccc2ccccc2c1)c1ccc2[nH]c(=O)c(=O)[nH]c2c1
    0, -7, -3, 0.0, 138, -3, -10, -8, -0.2, 2
O=C(CNS(=O)(=O)c1ccccc1)NCC(=O)N1CCCCC1
    -1, 0, 5, -0.1, 106, -3, -4, 2, -0.4, 0
Cc1nc(NCCc2ccc(S(N)(=O)=O)cc2)c2c(C)c(C)sc2n1
    4, 0, 16*, 8.2*, 93, -4, ., -20, -2.5, 5
CCN1C[C@@H]2[C@@H]3C(=O)N(Cc4ccccc4)C(=O)[C@@H]3[C@](CC)(C1=O)N2C(=O)c1ccc(C(F)(F)F)cc1
    0, -5, 0, 0.0, 99, -11, -5, -3, -1.1, 12
Cc1cccc(C(=O)NC(=S)Nc2ccc(N3CCOCC3)cc2)c1
    3, 4, 9, -0.3, 97, -3, -2, -4, -1.1, -3
O=C(O)C1C(c2ccccc2)C(C(=O)OCCCO)C1c1ccccc1 (stereo not given)
    2, -2, 3, 0.8, 100, -7, -1, 3, 0.4, -5
COc1ccc(C(=O)Nc2ccc(C(=O)OCC(=O)c3cccc4ccccc34)cc2)cc1
    2, -3, -2, 0.0, 103, -19, 0, 0, 2.8, 10
Cc1nc(SCC(=O)Nc2c(C)n(C)n(-c3ccccc3)c2=O)[nH]c(=O)c1Cc1ccccc1
    3, 3, 3, -0.2, 101, -7, 0, -3, 4.5, -3
COCCCNC(=O)CN(c1ccc(OC)cc1)S(=O)(=O)c1ccc(NC(C)=O)cc1
    -1, -3, -7, 0.0, 98, -4, 1, 8, -1.8, 7
Cc1nc(N)sc1C(=O)N/N=C/c1c[nH]c2ccccc12
    -8, -3, 2, -0.1, 101, -5, 17, 13, -3.7, 11
O=C(Cn1cc(C(F)(F)F)cc(Cl)c1=O)NCCc1ccc(Cl)cc1Cl
    -1, -1, -2, 0.6, 103, -5, -5, -4, -0.8, -2
CCc1nn(CC(=O)N2CCN(c3ccc(F)cc3)CC2)c(=O)c2cc3occc3n12
    0, 0, -7, -0.2, 100, -3, -1, 5, 0.3, -5
COc1cccc(C(=O)NC2CCN(CC(=O)NCc3ccccc3F)CC2)c1
    -1, -7, 0, 0.0, 91, -3, 9, 1, 0.3, -17
NC(=O)COC(=O)c1ccc(Cl)c(S(=O)(=O)N2CCN(c3ccc(F)cc3)CC2)c1
    1, -1, -2, 0.4, 96, -20, -4, -1, -0.5, 0
Cc1ccc(NS(=O)(=O)c2ccc3c(c2)CCC(=O)N3)cc1C
    -2&2, 3&-1, 2&-3, 0.2&0.4, 98&100, -6, 1, -14&-2, 1.5&-0.9, 3&-2
CCCc1cc2c(=O)c(-c3ccc4c(c3)OCCO4)c(C)oc2cc1OS(C)(=O)=O
    -1, -1, -3, 0.0, 102, -4, -13, -5, 3.8, -1
CN(C)c1ccnc2sc(C(=O)NCc3ccccc3)c(N)c12
    0, -4, -7, 0.0, 96, ., ., 5, -1.9, 3
CCC(=O)Nc1cccc(NC(=S)NC(=O)c2ccccc2)c1
    0, -5, 1, 0.1, 96, ., -2, -1, 0.5, -5

As entered above:
Reading of Cc1cccc(C(=O)NC(=S)Nc2ccc(N3CCOCC3)cc2)c1 in Exocytosis inh: 4
Reading of Cc1nc(SCC(=O)Nc2c(C)n(C)n(-c3ccccc3)c2=O)[nH]c(=O)c1Cc1ccccc1 in hiPSC survival: 4.5
Reading of CCCc1cc2c(=O)c(-c3ccc4c(c3)OCCO4)c(C)oc2cc1OS(C)(=O)=O in Vif imaging: -13
Reading of O=C(O)C1C(c2ccccc2)C(C(=O)OCCCO)C1c1ccccc1 (stereo not given) in PDI inh: -5
Reading of Cc1ccc(NS(=O)(=O)c2ccc3c(c2)CCC(=O)N3)cc1C in Cardio protect: -14&-2

(more compounds)
Below each compound – Glyco luc inh, Exocytosis inh, HTR2A ag, aDG glyco up, ABCB6 inh 2, CaV13 ICDI inh, Vif imaging, Cardio protect, hiPSC survival, PDI inh
CC12CCC(C(=O)Nc3ccccc3Cl)(C(Br)C1=O)C2(C)C (stereo not given)
    0, 2, -1, 0.2, 96, -16, 7, -2, 0.2, ?
COc1ccc(-c2nn3c(-c4ccco4)nnc3s2)cc1OC
    -2, 0, 2, 0.0, 98, -3, 19, 77*, -0.9, -4
CC(C)N(C(=S)NCc1ccccc1)c1ccccc1
    -4, 0, -3, -0.1, 96, 9, -2, 4, 2.1, 0
CC(C)c1ccc(NC(=O)C2CC(=O)Nc3nc4ccccc4n32)cc1 (stereo not given)
    0, -3, 1, 0.1, 99, -3, -5, 2, -0.3, 0
COC(=O)[C@@]1(Cc2ccc(F)cc2)[C@H]2c3cc(C(=O)N(C)C)n(CCc4ccc(OC)c(Br)c4)c3C[C@H]2CN1C(=O)c1ccccc1
    11, 3, -3, 2.3, 101, -1, -10, 3, -1.1, -4
COc1cccc(NC(=S)N/N=C2\CC3CCC2(C)C3(C)C)c1 (stereo not given)
    -4, -1, -5, 0.4, 107, 7, 5, -10, 0.5, -2
O=C(O)C(c1ccccc1)N1C(=O)/C(=C\c2ccc(O)c(O)c2)SC1=S (stereo not given)
    -1, -8, 2, -0.2, 108, -4, 9, 0, -0.5, 28
CCOC(=O)Cc1csc(NC(=O)CS(=O)(=O)Cc2ccccc2)n1
    0, -3, 1, -0.1, 89, -4, 0, 0, 0.9, 3
COc1ccc(-n2nc(C(=O)c3cccs3)cc(-c3nc4ccccc4[nH]3)c2=N)cc1
    1, 22, -1, 0.6, 98, -6, -18, -1, -2.3, -8
CCOc1ccc(CCNC(=O)COC(=O)c2cccs2)cc1OCC
    0, 22, 3, -0.1, 97, ., -13, -2, -0.5, -6
C=C1CCC[C@]2(C)C[C@H]3OC(=O)C(CNCC(OC)OC)[C@H]3CC12 (stereo not given in full)
    -6, -4, 0, -0.3, 94, -2, -7, 4, -0.1, 3
CC(C(=O)NCCCn1ccnc1)(c1ccccc1)c1ccccc1
    1, 11, 3, 0.1, 100, 0, 15, 4, 0.5, 0
[O-][N+]1=c2ccc(Nc3ccccc3)cc2=NC12CCCCC2
    -14, 12, -3, -0.2, 102, -4, 28, -12, -3.4, 12
Cc1cccc(C(=O)NCc2nnc(SCc3ccc(F)cc3)n2C)c1
    1, 7, -1, 1.2, 103, -7, -4, -7, 4.5, 3
COc1ccc2cc(C(C)C(=O)NC3CCC(O)CC3)ccc2c1 (stereo not given)
    -1, 6, -1, -0.1, 88, -4, -4, 2, -0.2, 9
CCOC(=O)N1CCN(Cc2nc(-c3cccc(C)c3)no2)CC1
    0, 3, 2, 0.1, 94, -7, -6, -4, 0.2, 5
Cc1ccc(NC(=O)COC(=O)c2ccc3c(=O)n4c(nc3c2)CCC4)c(Br)c1
    1, 3, -4, 0.0, 98, -18, 4, 4, -0.3, -11
O=C(N/N=C\c1ccc(OC(=O)c2cccs2)cc1)c1ccc(Cl)cc1
    3, -3, 0, 0.2, 100, -3, 3, -4, -0.2, -3
Cc1ccc(NC(=O)CN2C(=O)NC(C)(C3CC3)C2=O)c([N+](=O)[O-])c1 (stereo not given)
    2, -4, 7, -0.4, 98, -7, 23, 2, 7.0, 1
